# Compound activity (PubChem BioAssay)
# GDH-TPI counter = counter-screen for M. tuberculosis FBA inhibitors: GDH-TPI coupled enzymes; GDH-TPI coupled enzyme counterscreen, NADH absorbance; inhibition, % at 4.8 µM; actives 1.2% (n = 360,000); AID 588335; in the data active = inhibition above about 30%;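 also: 0% = DMSO wells and 100% = wells lacking the enzyme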
# Mtb FBA inh = inhibitors of M. tuberculosis fructose-bisphosphate aldolase | P9WQA3 | purified M. tuberculosis FBA, fluorescence read-out | inhibition, % at 1 µM | actives 2.3% (n = 360,000); in the data active = inhibition above about 27%;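 also: 0% = vehicle and 100% = reference inhibitor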
# Mtb BioA inh = BioA (M. tuberculosis) enzyme inhibition; AID 602481; inhibition, % at 9.99 µM; actives 0.096% (n = 360,000); purified M. tuberculosis BioA enzyme, plate reader; in the data active = inhibition above about 40%; inconclusive = no clear call, values can overlap the other calls
# FadD28 FP inh = blocks FadD28 binding to the bisubstrate probe; fluorescence polarization; inhibition, % at 12.5 µM; actives 0.22% (n = 360,000); AID 588549; in the data active = inhibition above about 8.5%, passing the limit was not always enough; inconclusive = no clear call, values can overlap the other calls
# Anthrax LF inh2 = inhibitors of Bacillus anthracis lethal factor protease; actives 0.12% (n = 360,000); P15917; inhibition, % at 10 µM; multiplex microsphere protease cleavage assay, LF; also: plate controls were buffer without enzyme for full effect and enzyme alone for no effect
# Target sequence (P15917 whole entry, looked up): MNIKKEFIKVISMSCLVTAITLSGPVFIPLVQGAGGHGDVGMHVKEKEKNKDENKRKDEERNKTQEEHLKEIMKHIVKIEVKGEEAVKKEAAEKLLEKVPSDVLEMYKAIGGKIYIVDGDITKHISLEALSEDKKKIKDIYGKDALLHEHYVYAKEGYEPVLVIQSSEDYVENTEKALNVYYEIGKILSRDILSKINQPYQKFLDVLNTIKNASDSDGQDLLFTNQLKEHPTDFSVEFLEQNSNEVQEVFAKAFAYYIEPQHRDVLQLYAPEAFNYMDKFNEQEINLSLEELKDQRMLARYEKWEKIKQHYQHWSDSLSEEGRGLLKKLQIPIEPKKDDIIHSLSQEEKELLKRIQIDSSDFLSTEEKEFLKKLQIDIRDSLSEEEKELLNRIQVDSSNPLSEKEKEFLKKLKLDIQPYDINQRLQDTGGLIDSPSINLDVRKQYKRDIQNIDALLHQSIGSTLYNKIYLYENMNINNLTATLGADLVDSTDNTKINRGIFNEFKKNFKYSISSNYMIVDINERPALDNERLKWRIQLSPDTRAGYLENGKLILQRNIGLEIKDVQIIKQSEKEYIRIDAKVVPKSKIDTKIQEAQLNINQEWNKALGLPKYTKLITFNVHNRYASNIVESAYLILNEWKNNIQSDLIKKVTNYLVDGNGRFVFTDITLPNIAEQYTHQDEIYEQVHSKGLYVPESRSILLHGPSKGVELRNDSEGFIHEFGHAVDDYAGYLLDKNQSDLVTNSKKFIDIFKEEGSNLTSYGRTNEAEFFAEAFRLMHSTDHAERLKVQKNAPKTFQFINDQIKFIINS
# PfHsp40 yeast = compounds rescuing yeast from Plasmodium falciparum HSP40 toxicity; S. cerevisiae expressing PfHsp40, growth rescue, ATP luminescence; growth rescue, % at 12.5 µM; actives 0.68% (n = 340,000); AID 504582; in the data active = growth rescue above about 28%, passing the limit was not always enough; inconclusive = no clear call, values can overlap the other calls;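 also: yeast W303a lacking pdr1 and pdr3 grown in galactose medium; growth measured after three days at 30 °C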
# BoNT-A LC inh2 = BoNT A light chain protease inhibition. AID 588499. actives 0.17% (n = 360,000). multiplex microsphere protease substrate cleavage, flow cytometry. inhibition, % at 10 µM; also: plate controls were buffer without enzyme for full effect and enzyme alone for no effect
# BoNT-F LC inh = BoNT F light chain protease inhibition. inhibition, % at 10 µM. actives 0.22% (n = 360,000). Multiplex microsphere protease cleavage assay, flow cytometry. AID 588497; in the data active = inhibition above about 35%, passing the limit was not always enough; inconclusive = no clear call, values can overlap the other calls; also: plate controls were buffer without enzyme for full effect and enzyme alone for no effect
# Mtb UGM inh = Mtb UDP-galactopyranose mutase inhibition | P9WIQ1 | purified UGM, fluorescence polarization probe displacement | inhibition, % at 10 µM | actives 0.06% (n = 320,000) | AID 504406; in the data active = inhibition above about 10%, passing the limit was not always enough; inconclusive = no clear call, values can overlap the other calls
# An asterisk follows results filed as active; ? = inconclusive; . = no result given. Rule as the data show it, unless noted: active = inhibition above about 30%; inconclusive = no clear call, values can overlap the other calls; inactive = below that.
SMILES,GDH-TPI counter,Mtb FBA inh,Mtb BioA inh,FadD28 FP inh,Anthrax LF inh2,PfHsp40 yeast,BoNT-A LC inh2,BoNT-F LC inh,Mtb UGM inh
COc1ccc(C(=O)N2CC3(CC(c4ccc(Cl)cc4)=NO3)C[C@H]2C(=O)NCC(N)=O)cc1 (some centres not stated),-9,0,2.1,-3.4,2,4.2,-0.4,-5,3.6
Cc1ccc(-c2csc(NC(=O)CSC3=NCCS3)n2)cc1,1,1,-1.9,-1.2,-14,-0.1,0.8,-3,-0.5
COC(=O)C1=C(C(=O)OC)[C@@H]2N(C)c3ccc(OC)cc3[C@@]23C[C@@H](C(=O)OC)N(S(=O)(=O)c2ccc([N+](=O)[O-])cc2)C3=N1,-3,-1,-2.1,-2.6,-6,0.1,-0.3,-6,1.6
O=C(Nc1ccccc1C(F)(F)F)N1CCCC(O)C1 (configuration not stated),-8,-2,-0.1,-4.6,-2,-0.2,0.0,-2,-1.3
CCOc1ccc(C(=O)Nc2cc(C)c3c(=O)oc4ccccc4c3n2)cc1,-11,1,0.8,-1.5,-3,-0.7,-0.3,-5,5.5
COC1C/C(=N\O)C2OC(c3ccccc3)OCC2O1 (configuration not stated),10,2,-4.0,4.0,0,-1.2,-0.3,-5,0.4
Cc1cc(C)cc(NC(=O)NCc2ccccn2)c1,6,1,-0.3,-2.6,.,-1.2,.,.,1.3
Cc1ccc(C(=O)Oc2ccccc2N2C(=O)C3CCC(C)CC3C2=O)cc1 (configuration not stated),-14,3,.,-1.8,9,1.9,0.4,6,3.7
CC12CCC(O)CC1=CCC1C2CCC2(C)c3[nH]ncc3CC12 (configuration not stated),1,-2,-0.1,-0.5,2,?,-0.6,-9,.
CCOC(=O)C(NC(=O)Nc1ccc(Cl)cn1)(Oc1ccccc1)C(F)(F)F (configuration not stated),-4,7,.,-1.9,-1,1.7,-0.1,-6,1.0
COc1ccc(CN2C(=O)C(CC(=O)NCCc3ccccn3)CC(C(=O)N3CCOCC3)=C2C)cc1 (configuration not stated),.,3,-1.3,-0.1,0,.,0.4,-1,.
CCOC(=O)Cn1nc(C)c(NC(=O)COc2ccccc2)c1C,-10,3,.,-1.4,-3,-0.1,0.0,1,3.3
COc1ccc(N2CC(C(=O)NNC(=O)c3ccc(Br)cc3)CC2=O)c(OC)c1 (configuration not stated),3,-1,0.0,-0.7,1,-0.4,-7.4,-4,-0.9
CCOC(=O)c1nnc(-c2ccccc2)nc1Sc1c(Cl)cccc1Cl,4,3,-0.7,-1.6,-6,-1.0,-0.9,-21,-2.7
CCOc1ccc(NC(=O)CSc2n[nH]c(N)n2)c([N+](=O)[O-])c1,5,0,0.1,-3.5,-8,-1.1,0.4,1,1.1
O=C(OCc1cccc(Cl)c1)c1cc([N+](=O)[O-])ccc1N1CCOCC1,14,-3,-1.4,-2.4,-2,7.2,-3.0,-5,-1.4
Cc1cc(C)c2oc(C(=O)NC3CCS(=O)(=O)C3)cc(=O)c2c1 (configuration not stated),10,9,-0.9,-1.3,-3,0.6,-1.5,0,-0.6
COCCCNC(=O)Cn1nc(-c2cccc(OC)c2)ccc1=O,6,0,0.1,-1.0,0,-0.4,-5.1,?,-1.0
CCc1nccn1S(=O)(=O)c1cc(OC)c(Cl)cc1OC,-5,0,-0.3,0.0,-1,-3.4,-0.1,0,-0.3
COc1cc(C2Nc3cc(C)c(C)cc3NC3=C2C(=O)CC(C)(C)C3)ccc1OC(C)=O (configuration not stated),27,-1,-0.8,1.0,-2,-1.3,-5.8,?,-0.4
Cn1c(=O)oc2cc(S(=O)(=O)Nc3cccc(F)c3)ccc21,8,1,0.3,-0.6,-11,0.3,-1.2,-15,-2.3
CCOP(=O)(Cc1cc(C(=O)CC)c(C)o1)OCC,2,2,-0.4,-5.3,-4,.,-0.3,-6,3.3
Cc1ccc(N(CCO)C(=S)Nc2ccccc2)cc1,-10,-7,1.1,-1.6,6,-0.3,0.0,?,3.5
O=C1CSCC(=O)N1c1ncc(C(F)(F)F)cc1Cl,9,1,.,-1.7,-5,-0.6,-0.4,-5,1.6
O=S(=O)(Nc1nc2ccccc2nc1NCC1CCCO1)c1ccccc1 (configuration not stated),41*,7,.,-0.6,-7,-1.8,0.0,0,0.7
COc1ccc(S(=O)(=O)Nc2ccccc2C(N)=O)cc1OC,-8,24,.,-2.7,-2,-0.9,-0.8,-1,0.1
COc1ccc(OC)c(N(CC(=O)N2CCN(Cc3ccccc3)CC2)S(C)(=O)=O)c1,-4,-2,-0.2,0.3,7,0.3,2.9,26,0.1
OC(c1ccc(Cl)c(F)c1)c1ncc(-c2cccc(C(F)(F)F)c2)[nH]1 (configuration not stated),-4,-2,0.5,-2.3,-3,.,-0.7,0,.
CCN(CC)c1ccc(/C=C/c2cc(-c3ccccc3)c3ccccc3n2)cc1,27,4,-3.0,-5.6,?,0.8,?,?,-0.5
COc1ccc(NC(=O)CC2C(=O)N(C)C(=S)N2Cc2ccco2)cc1 (configuration not stated),3,-3,-4.7,-2.3,-1,0.9,-0.4,-8,1.7
COc1cccc(-c2nc(CS(=O)(=O)CC(=O)Nc3cccc(C(C)=O)c3)c(C)o2)c1,5,1,.,-0.9,1,16,-1.3,-2,0.5
O=C(/C=N/NC(=O)c1ccc(Cl)cc1Cl)c1ccccc1,9,3,0.5,-1.9,-5,-0.2,-0.6,0,-0.9
O=C(CCC1CCCC1)Nc1cccn(Cc2ccccc2Br)c1=O,4,-1,-1.8,-8.1,-13,1.7,-0.3,-4,-1.9
O=C(OCCCc1cc2ccccc2c(=O)o1)c1ccccc1C(F)(F)F,12,4,-0.7,-3.4,8,-0.2,0.3,-4,0.7
O=C(c1ccccc1)N1CCN(C2CC3CCC2C3)CC1 (configuration not stated),7,-7,2.6,-3.1,0,-0.2,0.0,-2,3.5
CCc1nnc(NC(=O)c2cc(S(=O)(=O)N3CCOCC3)ccc2N2CCCCC2)s1,6,0,.,-1.0,-6,-0.1,-0.7,-4,.

# Twelve neighbouring compounds out of the list so far, for reference:
SMILES,GDH-TPI counter,Mtb FBA inh,Mtb BioA inh,FadD28 FP inh,Anthrax LF inh2,PfHsp40 yeast,BoNT-A LC inh2,BoNT-F LC inh,Mtb UGM inh
CCOP(=O)(Cc1cc(C(=O)CC)c(C)o1)OCC,2,2,-0.4,-5.3,-4,.,-0.3,-6,3.3
Cc1ccc(N(CCO)C(=S)Nc2ccccc2)cc1,-10,-7,1.1,-1.6,6,-0.3,0.0,?,3.5
O=C1CSCC(=O)N1c1ncc(C(F)(F)F)cc1Cl,9,1,.,-1.7,-5,-0.6,-0.4,-5,1.6
O=S(=O)(Nc1nc2ccccc2nc1NCC1CCCO1)c1ccccc1 (configuration not stated),41*,7,.,-0.6,-7,-1.8,0.0,0,0.7
COc1ccc(S(=O)(=O)Nc2ccccc2C(N)=O)cc1OC,-8,24,.,-2.7,-2,-0.9,-0.8,-1,0.1
COc1ccc(OC)c(N(CC(=O)N2CCN(Cc3ccccc3)CC2)S(C)(=O)=O)c1,-4,-2,-0.2,0.3,7,0.3,2.9,26,0.1
OC(c1ccc(Cl)c(F)c1)c1ncc(-c2cccc(C(F)(F)F)c2)[nH]1 (configuration not stated),-4,-2,0.5,-2.3,-3,.,-0.7,0,.
CCN(CC)c1ccc(/C=C/c2cc(-c3ccccc3)c3ccccc3n2)cc1,27,4,-3.0,-5.6,?,0.8,?,?,-0.5
COc1ccc(NC(=O)CC2C(=O)N(C)C(=S)N2Cc2ccco2)cc1 (configuration not stated),3,-3,-4.7,-2.3,-1,0.9,-0.4,-8,1.7
COc1cccc(-c2nc(CS(=O)(=O)CC(=O)Nc3cccc(C(C)=O)c3)c(C)o2)c1,5,1,.,-0.9,1,16,-1.3,-2,0.5
O=C(/C=N/NC(=O)c1ccc(Cl)cc1Cl)c1ccccc1,9,3,0.5,-1.9,-5,-0.2,-0.6,0,-0.9
O=C(CCC1CCCC1)Nc1cccn(Cc2ccccc2Br)c1=O,4,-1,-1.8,-8.1,-13,1.7,-0.3,-4,-1.9

# (listing goes on)
SMILES,GDH-TPI counter,Mtb FBA inh,Mtb BioA inh,FadD28 FP inh,Anthrax LF inh2,PfHsp40 yeast,BoNT-A LC inh2,BoNT-F LC inh,Mtb UGM inh
NC(=O)CCCc1nc(-c2ccccc2)no1,0,-4,-1.0,-1.6,-5,-1.4,?,?,-1.3
CN1CCC2CC1c1cc(-c3ccc(C(F)(F)F)cc3)ccc12 (configuration not stated),1,1,6.2,0.6,-3,-1.2,-0.2,-6,.
O=C(NCC(=O)N(c1ccc(F)cc1)C(C(=O)NC1CCCC1)c1cccnc1)c1cccs1 (configuration not stated),-4,4,-1.4,-2.1,-2,0.9,-0.1,0,-3.1
Cc1nccn1CCC1CCCCN1C(=O)CCc1nnc(-c2ccsc2)o1 (configuration not stated),-2,2,.,-3.6,8,-1.7,0.1,-4,1.0
COC(=O)c1cc(Cl)c(NC(=O)Cc2ccccc2)cc1OC,-7,1,2.0,-4.6,-1,-0.3,-0.2,-3,-1.6
Cc1ccc(NC(=S)N/N=C/c2ccc(Cl)c([N+](=O)[O-])c2)cc1,33*,-3,.,-0.1,1,-0.1,-1.0,-3,2.5
CCOc1cc(-c2cc(-c3ccc(OC)cc3)nc(N)c2C#N)ccc1O,24,4,-0.8,-1.9,-3,1.6,-3.1,-7,-3.1
O=C(Nc1cc2c3c(c1)CC(=O)N3CCC2)c1ccccc1C(F)(F)F,1,-3,0.5,-1.6,0,-0.9,0.7,4,0.5
CC(=O)c1cn(CC(=O)NCC2CCCO2)c2ccccc12 (configuration not stated),0,0,0.1,-1.9,-5,2.4,-1.0,-14,-2.3
CC(=O)Nc1c(O)c2ccccc2[nH]c1=O,3,9,-5.6,-0.1,5,-0.7,0.7,-1,2.0
Cc1cccc(C)c1NC(=O)C(c1ccccc1)N1CCOCC1 (configuration not stated),9,-2,.,-3.3,1,0.0,-0.1,-7,-1.0
CC1CCc2[nH]c3ccc(C(=O)N4CCCC(C(F)(F)F)C4)cc3c2C1 (configuration not stated),4,0,-0.7,-0.1,-2,0.1,1.6,-3,-3.1
COc1cccc(C(=O)Nc2ccncc2)c1OC,11,3,-0.3,-2.6,.,-0.6,.,.,1.1
CC(=O)Nc1c(Cl)cc2c(c1Cl)C(=O)c1ccccc1-2,14,0,-0.6,-2.0,-8,-1.2,1.4,3,.
O=C(CSc1nc(=O)n(CCN2CCOCC2)c2c1CCCC2)Nc1ccccc1Cl,2,-2,2.0,-1.5,-6,.,-0.1,2,.
CN1C(=O)C(=Cc2ccccc2OCc2ccc(Cl)cc2)C(=O)N(C)C1=O,0,-2,.,0.6,0,0.1,0.5,-2,1.2
